GASC1 inh = blocks human GASC-1 (KDM4C) demethylase activity | Q9H3R0 | GST-KDM4C 2-372, H3K9me3 peptide, LANCE TR-FRET | inhibition, % at 12.5 µM | 0.15% of 96,000 active | AID 720574;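 active means mean replicate inhibition above about 25%, with at least 55% of replicates also reaching it, limit read from the data, passing the limit was not always enough; inconclusive means only one of those two conditions met; inactive means neither condition met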
Target sequence (Q9H3R0 2-372 limits assumed): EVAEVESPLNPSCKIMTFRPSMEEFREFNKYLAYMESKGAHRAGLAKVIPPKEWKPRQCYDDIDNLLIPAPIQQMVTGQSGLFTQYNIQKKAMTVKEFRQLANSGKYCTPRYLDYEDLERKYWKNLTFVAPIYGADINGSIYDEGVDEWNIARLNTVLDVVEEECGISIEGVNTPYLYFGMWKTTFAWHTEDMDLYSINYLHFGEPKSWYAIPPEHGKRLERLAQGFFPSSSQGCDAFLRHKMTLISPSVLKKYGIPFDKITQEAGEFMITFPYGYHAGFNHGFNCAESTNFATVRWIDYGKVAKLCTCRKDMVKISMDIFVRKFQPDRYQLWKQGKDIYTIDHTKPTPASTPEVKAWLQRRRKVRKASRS
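Compound: one test concentration per compound; Material: GST-GASC-1 enzyme fragment 2-372; Amount: GASC-1 enzyme at 10 nM final in reaction; Also added: H3K9me3 peptide substrate, Fe(II), 2-oxoglutarate; Technique: LANCE TR-FRET; Times: 30 min demethylation and 1 h detection at room temperature.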
Pf Dd2 inh = P. falciparum Dd2 growth inhibition | SYBR Green, 72 h; active compounds read low | activity change, % at 10 µM | 2.3% of 94,000 active; in the data active means activity change below about -80%; inconclusive means no clear call, values can overlap the other calls
Tcruzi prolif = blocks T. cruzi growth in NIH3T3 culture. T. cruzi beta-gal in NIH3T3, GalScreen luminescence, 90 h. inhibition, % at 8.34 µM. 5.9% of 77,000 active;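 active means mean inhibition above about 93%, with at least 55% of replicates each passing it, limit read from the data, passing the limit was not always enough; inconclusive means only one of those two conditions holds; inactive means neither condition holds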
C diff HTS = C. difficile growth inhibition | Clostridium difficile clinical isolate growth, OD600, 24 h; active compounds read low | 0.25% of 86,000 active | AID 1259249 | growth activity, negative = inhibition, % at 16 µg/mL (by protocol);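 active means mean growth activity at or below -80% and every replicate also at or below -80%; inconclusive means mean at or below -80% but some replicate above -80%; inactive means mean growth activity above -80%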;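 further: 0% = DMSO wells and -100% = levofloxacin 16 µg/mL wells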
* = called active by the depositor; ? = inconclusive; . = no result given; & = joins results of further samples; ! = not active in a repeat.

SMILES	GASC1 inh	Pf Dd2 inh	Tcruzi prolif	C diff HTS
COc1ccc(CN(C)C[C@H]2Oc3c(NS(=O)(=O)c4ccc(OC)cc4)cccc3C(=O)N([C@H](C)CO)C[C@@H]2C)cc1	0.0	3.3	-16.1	-1.5
C[C@H]1CN([C@@H](C)CO)C(=O)c2cccc(NC(=O)Nc3ccc(F)cc3)c2O[C@H]1CN(C)S(=O)(=O)c1ccc(Cl)cc1	0.6	-18.9	.	39.3
COc1ccc(S(=O)(=O)Nc2ccc3c(c2)CC(=O)N([C@H](C)CO)C[C@H](C)[C@H](CN(C)C)O3)cc1	5.5	8.9	25.3	-1.8
C[C@H]1CN([C@@H](C)CO)C(=O)c2cc(NS(=O)(=O)c3ccc(F)cc3)ccc2O[C@@H]1CN(C)Cc1ccc(C(=O)O)cc1	-0.8	24.0	8.4	1.3
CN1c2ccc(C3=CCCCC3)cc2[C@@H]2[C@@H](CCN2S(=O)(=O)c2ccccc2)[C@@H]1CO	0.2	-16.9	105.0*	6.2
O=C(NC1CCCC1)[C@@H]1[C@@H](CO)[C@@H]2Cn3c(cccc3=O)[C@H]1N2C(=O)CC1CC1	-0.8	-1.4	-22.4	0.2
C[C@H]1CN([C@@H](C)CO)C(=O)c2cc(NC(=O)CCCCCC(=O)Nc3ccccc3N)ccc2O[C@H]1CN(C)C(=O)Nc1ccc(F)cc1	-1.5	27.3	.	-2.3
CN1C(=O)c2cc(NC(=O)C3CCCC3)ccc2OC[C@H]2O[C@H](CC(=O)O)CC[C@H]21	-1.0	3.5	-9.7	-4.7
N#Cc1cccc(-c2ccc([C@H]3[C@@H](CO)N4CCCCN(C(=O)Nc5ccccc5)C[C@H]34)cc2)c1	-1.4	-58.3	75.3	11.2
C[C@H](CO)N1C[C@H](C)[C@H](CN(C)C(=O)Nc2cccc3ccccc23)Oc2ncc(C#Cc3cccc(F)c3)cc2C1=O	-0.7	-50.4	101.1	.
COc1ccc(NC(=O)Nc2ccc3c(c2)CC(=O)N([C@@H](C)CO)C[C@H](C)[C@H](CN(C)C(=O)NC(C)C)O3)cc1	1.6	21.0	13.0	-0.8
CNC[C@H]1OCCCC[C@H](C)Oc2ccc(NS(=O)(=O)c3cccs3)cc2C(=O)N([C@@H](C)CO)C[C@@H]1C	1.5	46.7	-5.5	5.4
C[C@H]1CN([C@@H](C)CO)C(=O)CCCn2nncc2CO[C@H]1CN(C)CC1CCCC1	0.0	-2.1	-19.3	.
CO[C@H]1CN(C)C(=O)c2cc(NC(C)=O)ccc2OC[C@@H](C)N(C(=O)c2cnccn2)C[C@@H]1C	0.6	3.0	-122.6	.
COCC#Cc1ccc2c(c1)O[C@H](CN(C)Cc1cncnc1)[C@@H](C)CN([C@H](C)CO)S2(=O)=O	0.9	1.5	47.2	-0.3
CN1C(=O)c2cc(NC(=O)C3CC3)ccc2OC[C@H]2O[C@H](CC(=O)NC3CCC3)CC[C@H]21	-0.6	-30.8	-42.2	-4.0
C[C@H](CO)N1C[C@H](C)[C@@H](CN(C)CC2CCCC2)Oc2ncc(-c3ccc(C#N)cc3)cc2C1=O	-1.2	17.3	-118.7	-4.0
CO[C@H](CN(C)C(=O)Nc1ccc(Cl)cc1)[C@H](C)CN(Cc1ccccc1Cl)[C@H](C)CO	2.5	-51.1	109.4*	.
Cc1ccc(S(=O)(=O)N[C@H]2C=C[C@@H](CC(=O)NCc3ccncn3)O[C@@H]2CO)cc1	2.5	5.4	45.9	0.9
C[C@@H]1CCCCO[C@@H](CN(C)CC2CCCCC2)[C@@H](C)CN([C@H](C)CO)C(=O)c2cc(NS(=O)(=O)c3cccs3)ccc2O1	-1.7	8.5	61.0	15.1
COc1ccc(NC(=O)N(C)C[C@@H]2OCCCC[C@@H](C)Oc3ccc(NC(=O)c4ccccc4)cc3C(=O)N([C@H](C)CO)C[C@H]2C)cc1	0.6	-52.6	60.8	2.7
C[C@@H]1CN([C@H](C)CO)C(=O)c2cc(-c3ccc(F)cc3)cnc2O[C@H]1CN(C)C(=O)C1CCC1	1.9	13.7	.	-2.5
O=C(Nc1ccc2c(c1)OCO2)N[C@H]1CC[C@H](CCNC(=O)C2CC2)O[C@@H]1CO	3.9	10.6	3.3	.
C[C@H]1CN([C@@H](C)CO)C(=O)c2cc(NC(=O)Nc3ccc(C(F)(F)F)cc3)ccc2O[C@H]1CN(C)C(=O)Nc1ccc(C(F)(F)F)cc1	-1.3	-52.3	65.5	3.6
C[C@@H]1CCCCO[C@H](CN(C)C(=O)CCCN(C)C)[C@H](C)CN([C@@H](C)CO)C(=O)c2cc(NS(=O)(=O)c3cccs3)ccc2O1	-0.6	53.3	9.0	12.7
CCCN(C)C[C@H]1Oc2cc(-c3ccc(C)cc3)ccc2S(=O)(=O)N([C@H](C)CO)C[C@@H]1C	1.2	-38.7	67.2	9.6
C[C@@H]1CN([C@H](C)CO)C(=O)c2cccc(NC(=O)C3CCOCC3)c2O[C@@H]1CN(C)C(=O)Nc1ccc(F)cc1	2.3	7.4	-16.7	0.2
C[C@H](CO)N1C[C@H](C)[C@H](CN(C)S(=O)(=O)c2cn(C)cn2)Oc2ccc(NC(=O)CCC(F)(F)F)cc2C1=O	-1.1	24.1	-108.8	.
COC(=O)C[C@H]1CC[C@H]2[C@H](COc3ccc(NC(=O)c4cscn4)cc3C(=O)N2C)O1	0.8	-60.9	4.2	0.7
CCCNC(=O)N(C)C[C@@H]1Oc2ncc(C#Cc3ccncc3)cc2C(=O)N([C@H](C)CO)C[C@H]1C	-2.9	-44.9	-16.7	-0.9
CCC(=O)N[C@H]1CC[C@H](CC(=O)NCc2ccc(OC)cc2)O[C@H]1CO	0.4	-18.0	-8.5	-0.5
COc1ccccc1CNC(=O)C[C@@H]1CC[C@@H]2[C@H](COC[C@H](O)CN2Cc2ccc3c(c2)OCO3)O1	0.9	-52.2	150.3*	5.2&1.6
Cc1noc(C)c1NC(=O)Nc1ccc2c(c1)C(=O)N([C@@H](C)CO)C[C@H](C)[C@@H](CN(C)S(=O)(=O)c1ccc(F)cc1)O2	3.9	5.1	-10.8	-0.6
Cc1ccc(S(=O)(=O)Nc2ccc3c(c2)C(=O)N([C@H](C)CO)C[C@H](C)[C@H](CN(C)Cc2ccc4c(c2)OCO4)OCCCC[C@@H](C)O3)cc1	1.5	-21.3	-4.0	-2.5
O=C(Nc1cc(F)ccc1F)N1C[C@@H]2[C@H](c3ccccc31)[C@H](CO)N2CC1CCCC1	-4.5	-7.5	80.5	9.0
Cc1noc(C)c1S(=O)(=O)Nc1ccc2c(c1)C(=O)N([C@@H](C)CO)C[C@H](C)[C@H](CN(C)C(=O)Nc1cccc3ccccc13)O2	-2.4	-12.1	-137.9	-0.1
C[C@@H]1CCCCO[C@H](CN(C)Cc2ccc(C(F)(F)F)cc2)[C@H](C)CN([C@H](C)CO)C(=O)c2cc(NS(=O)(=O)c3ccc(Cl)cc3)ccc2O1	-1.9	-41.7	88.9	25.7
Cc1noc(C)c1S(=O)(=O)Nc1ccc2c(c1)CC(=O)N([C@@H](C)CO)C[C@@H](C)[C@H](CN(C)C(=O)Nc1ccc3c(c1)OCO3)O2	0.7	-48.8	41.4	12.3
C[C@H](CO)N1C[C@H](C)[C@H](CN(C)Cc2ccc(Cl)c(Cl)c2)Oc2ccc(NC(=O)Nc3ccc(F)cc3)cc2CC1=O	-0.1	12.3	50.0	68.4
COCC(=O)Nc1ccc2c(c1)C(=O)N(C)C[C@@H](OC)[C@H](C)CN(C(=O)c1ccccn1)[C@@H](C)CO2	1.7	36.6	-39.3	.
CCS(=O)(=O)N1CCC2(CC1)CN(Cc1cccnc1)[C@@H](CO)c1c2c2ccc(OC)cc2n1C	-0.3	-17.5	.	0.7
Cc1noc(C)c1S(=O)(=O)N(C)C[C@H]1Oc2ccc(NC(=O)Nc3ccc(F)cc3)cc2CC(=O)N([C@@H](C)CO)C[C@H]1C	-0.7	-34.5	-49.5	4.2
Cc1ccc(S(=O)(=O)N2CC[C@H]3[C@@H](CO)N(C)c4ccc(-c5ccccc5F)cc4[C@H]32)cc1	-0.5	17.2	92.2	45.7
COc1ccc2c3c([nH]c2c1)[C@@H](CO)N(Cc1nccs1)CC31CCN(Cc2ccncc2)CC1	3.3	-65.2	.	8.2
C/C=C/c1ccc2c(c1)O[C@@H](CN(C)S(=O)(=O)c1ccc(C)cc1)[C@@H](C)CN([C@@H](C)CO)S2(=O)=O	-0.8	-50.9	98.2*	-1.2
COc1ccccc1-c1cnc2c(c1)C(=O)N([C@@H](C)CO)C[C@@H](C)[C@H](CN(C)C)O2	0.9	66.8	.	-2.7
O=C(Nc1ccccc1F)N1CC(=O)N2[C@H](C1)[C@H](c1ccc(-c3cccnc3)cc1)[C@@H]2CO	-0.3	19.4	.	-8.1
CCNC(=O)[C@H]1[C@H](CO)[C@H]2Cn3c(ccc(-c4ccccc4F)c3=O)[C@@H]1N2CC	14.0	4.9	27.0	-2.9
Cc1ccc(S(=O)(=O)N(C)C[C@H]2OCCCC[C@H](C)Oc3ccc(NS(=O)(=O)c4ccc(Cl)cc4)cc3C(=O)N([C@@H](C)CO)C[C@H]2C)cc1	-0.2	-63.6	?	1.6
COc1ccccc1CNC(=O)C[C@H]1C=C[C@@H](NC(=O)CN(C)C)[C@H](CO)O1	5.3	16.3	24.3	5.9
O=C(C[C@@H]1CC[C@@H](NC(=O)CN2CCOCC2)[C@@H](CO)O1)NC1CCC1	0.3	22.7	.	0.3
C[C@H]1CN([C@@H](C)CO)C(=O)c2cc(NC(=O)Cc3ccccc3)ccc2O[C@@H]1CN(C)C(=O)Nc1ccc(F)cc1	0.5	-0.9	.	2.0&-4.0
O=C(Nc1ccc2c(c1)OCO2)N1C[C@@H]2N[C@H](C1)C2c1ccc(C=Cc2ccccc2)cc1 (some centres not stated)	7.2&1.0	-73.7&-77.5	.	-99.4*!
C[C@H](CO)N1C[C@H](C)[C@H](CN(C)C(=O)Nc2cccc3ccccc23)Oc2c(NC(=O)C3CCCCC3)cccc2C1=O	-0.7	-34.7	-21.1	-5.8
C[C@@H]1CN([C@@H](C)CO)C(=O)c2cc(C#CC3(O)CCCC3)cnc2O[C@@H]1CN(C)S(=O)(=O)c1ccccc1	0.5	13.5	40.7	-8.4
CCCNC(=O)N(C)C[C@@H]1Oc2ncc(C#C[C@@H](C)O)cc2C(=O)N([C@H](C)CO)C[C@H]1C	1.5	32.0	2.5	0.4
C[C@@H]1CN([C@@H](C)CO)C(=O)c2c(c3ccccc3n2C)-c2ccccc2CO[C@@H]1CN(C)CC1CCCCC1	-2.9	-54.9	.	41.0
C[C@@H]1CN([C@H](C)CO)C(=O)c2cc(-c3cccnc3)cnc2O[C@H]1CN(C)C(=O)c1ccccc1F	0.6	20.0	3.8	3.0
O=C(N[C@@H]1CC[C@@H](CCNS(=O)(=O)c2ccccc2Cl)O[C@@H]1CO)c1ccc(F)cc1	0.9	4.9	-44.4	.
N#C[C@H]1[C@H](c2ccc(C#Cc3cccc(F)c3)cc2)[C@@H](CO)N1C(=O)C1CCOCC1	0.5	-28.6	-12.4	3.1

For reference, part of the list above.
SMILES	GASC1 inh	Pf Dd2 inh	Tcruzi prolif	C diff HTS
O=C(Nc1ccc2c(c1)OCO2)N1C[C@@H]2N[C@H](C1)C2c1ccc(C=Cc2ccccc2)cc1 (some centres not stated)	7.2&1.0	-73.7&-77.5	.	-99.4*!
C[C@H](CO)N1C[C@H](C)[C@H](CN(C)C(=O)Nc2cccc3ccccc23)Oc2c(NC(=O)C3CCCCC3)cccc2C1=O	-0.7	-34.7	-21.1	-5.8
C[C@@H]1CN([C@@H](C)CO)C(=O)c2cc(C#CC3(O)CCCC3)cnc2O[C@@H]1CN(C)S(=O)(=O)c1ccccc1	0.5	13.5	40.7	-8.4
CCCNC(=O)N(C)C[C@@H]1Oc2ncc(C#C[C@@H](C)O)cc2C(=O)N([C@H](C)CO)C[C@H]1C	1.5	32.0	2.5	0.4

Following part
SMILES	GASC1 inh	Pf Dd2 inh	Tcruzi prolif	C diff HTS
CCCC(=O)Nc1ccc2c(c1)C(=O)N(C)[C@@H]1CC[C@H](CC(=O)Nc3cn(C)nc3C)O[C@H]1CO2	24.1	1.9	9.5	-1.6
COCC(=O)Nc1ccc2c(c1)C(=O)N(C)C[C@H](OC)[C@H](C)CN(CC1CCCCC1)[C@H](C)CO2	-0.4	-1.9	-0.3	-1.6
C[C@H]1CN([C@@H](C)CO)C(=O)c2cccc(NC(=O)C3CCOCC3)c2O[C@@H]1CN(C)Cc1ccc(Cl)c(Cl)c1	2.1	-30.6	18.2	-2.5
COc1ccccc1-c1cnc2c(c1)C(=O)N([C@@H](C)CO)C[C@H](C)[C@H](CN(C)C(=O)c1ccncc1)O2	-0.3	4.5	9.7	-0.4
O=C(C1CC1)N1CC2(C1)[C@@H](c1ccccc1)[C@@H](CO)N2S(=O)(=O)c1ccccc1	0.5	17.1	.	-3.0
CCC(=O)N1CC2(C1)[C@H](c1ccc(-c3ccc(F)cc3)cc1)[C@H](CO)N2C(C)=O	-0.1	-0.1	.	-7.7
O=C(C[C@@H]1C[C@@H]2c3cc(NC(=O)C4CCOCC4)ccc3O[C@@H]2[C@@H](CO)O1)NCc1ccccn1	-0.2	-1.2	47.3	1.4

Bioassay records: PubChem, Broad Institute
